Screening results from PubChem.
MRP1 act: H69AR viability gain despite doxorubicin, primary screen, MRP-1 activator project, H69AR cells, CellTiter-Glo. 0.61% of 140,000 active. viability increase, % at 10 µM. viability rescue;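 active = viability gain under doxorubicin at or above a set limit, the compound median plus 3 SD, cut at about 4.7% in these data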;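 also: MRP-1 overexpressing cells given doxorubicin 25 µM after compound pretreatment; 18-22 h compound pretreatment then 72 h with doxorubicin before readout; 0% = doxorubicin-only wells and 100% = vehicle-treated cells without doxorubicin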
Measles CPE: compounds protecting cells from measles virus cytopathic effect, primary screen, measles RdRp inhibitor project, single point, MLSMR library, absorbance; 1.5% of 140,000 active; AID 841, 2007; protection (pct of control), % at 4 µM; Measles virus-infected cells, CPE protection; in the data active = protection mostly above about 24%, no sharp cut-off; inactive = mostly below about 26%; also: some compounds called inactive have numbers as strong as hits
PTEN del growth: growth suppression of PTEN-null HCT116, primary screen, cell-based, CellTiter-Glo. HCT116 PTEN-null viability, 60 h; hits give low values. 1.2% of 140,000 active. viability, % at 10 µM;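 active = viability at or below a set limit, 4 SD under the median of all tested compounds, cut at about 3.7% in these data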;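 also: PTEN knockout HCT116 line with beta catenin targeted HCT116 as companion control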
HCT116 bCat-KO: primary screen for growth suppressors in beta-catenin knockout HCT116 cells (colon tumor, human); HCT116 beta-catenin knockout viability, CellTiter-Glo, 60 h; hits give low values; viability, % at 10 µM; AID 818, 2007; 1.5% of 140,000 active;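 active = viability at or under a set limit, the compound median less 4 SD, cut at about 6% in these data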;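 also: 0% = Hyamine 1622 control at 20 µM and 100% = untreated cell control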
NPY Y2 blocker: NPY-Y2 receptor antagonists, primary screen, cell-based; Neuropeptide Y receptor type 2 (Homo sapiens), P49146; NPY-Y2 expressing cells, antagonist mode; inhibition, % at 2.7 µM; 0.99% of 140,000 active; AID 793, 2007; in the data active = inhibition above about 17%;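 also: 0% = vehicle with agonist challenge and 100% = reference antagonist with challenge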
Target sequence (P49146 whole entry, looked up): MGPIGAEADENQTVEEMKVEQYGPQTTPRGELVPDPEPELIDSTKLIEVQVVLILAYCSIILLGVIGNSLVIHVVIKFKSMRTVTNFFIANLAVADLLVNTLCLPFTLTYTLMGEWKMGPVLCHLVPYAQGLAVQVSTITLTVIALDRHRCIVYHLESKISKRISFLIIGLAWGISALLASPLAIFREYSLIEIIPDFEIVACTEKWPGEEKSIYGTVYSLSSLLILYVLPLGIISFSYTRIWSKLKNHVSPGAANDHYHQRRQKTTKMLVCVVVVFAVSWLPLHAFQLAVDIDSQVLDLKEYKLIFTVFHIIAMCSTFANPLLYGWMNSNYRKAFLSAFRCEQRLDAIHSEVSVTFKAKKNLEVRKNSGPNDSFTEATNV
GALR2 blocker: GALR2 antagonists in receptor-expressing cells, primary screen | 0.39% of 140,000 active | Galanin receptor type 2 (Homo sapiens), O43603 | inhibition, % at 4 µM | antagonist mode; in the data active = inhibition above about 27%;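 also: cells stimulated with galanin 1-16 at roughly its EC80; 0% = agonist challenge control and 100% = basal control without agonist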
Target sequence (O43603 whole entry, looked up): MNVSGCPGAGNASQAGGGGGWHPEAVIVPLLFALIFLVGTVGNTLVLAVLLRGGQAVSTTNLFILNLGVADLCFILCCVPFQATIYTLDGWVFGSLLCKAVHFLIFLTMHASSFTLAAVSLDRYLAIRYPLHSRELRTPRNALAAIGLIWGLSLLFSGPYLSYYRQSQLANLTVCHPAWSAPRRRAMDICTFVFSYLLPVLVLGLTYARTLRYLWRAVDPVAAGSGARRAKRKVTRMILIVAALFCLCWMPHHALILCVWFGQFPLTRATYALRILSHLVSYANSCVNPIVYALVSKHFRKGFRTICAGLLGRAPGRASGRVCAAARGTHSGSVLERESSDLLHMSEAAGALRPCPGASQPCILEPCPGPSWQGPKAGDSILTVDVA
Phagocyt inh: inhibitors of macrophage phagocytosis, primary screen, imaging, J774A.1 cells, IgG beads. J774A.1 macrophage IgG-bead phagocytosis. inhibition, % at 5 µM. 0.07% of 110,000 active;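 active = inhibition above the mean of the plate negative controls plus 5 SD, cut at about 13% in these data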;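 also: phagocytic index as fraction of beads internalized from green versus red external bead signal; plate controls were DMSO negative control for no effect and cytochalasin-D positive control for full effect; some results beyond the cut were filed as inactive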
E-sel TNF inh: E-selectin induction blockers in HUVEC – imaging, immunofluorescence, high content, primary screen; 0.71% of 120,000 active; AID 1246, 2008; inhibition, % at 2 µM; HUVEC TNFa-induced E-selectin immunofluorescence;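 active = inhibition above the batch mean plus 3 SD, and confirmed as a hit on visual image review, cut at about 43% in these data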;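 also: 0% = TNF-stimulated DMSO wells and 100% = unstimulated control wells; not every result past the cut was called active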
Yeast lifespan up: compounds extending yeast replicative lifespan, primary screen, S. cerevisiae, OD615. 0.68% of 130,000 active. inhibition of the nicotinamide effect, % at 10 µM. S. cerevisiae growth with nicotinamide; deaD strain in restrictive glucose medium. AID 775, 2007;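 active = inhibition above a set limit, placed 3 SD over the median of all compounds, cut at about 26% in these data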;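 also: 0% = nicotinamide-treated wells and 100% = cells grown without nicotinamide; some compounds called inactive have numbers as strong as hits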
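Assay system: engineered S. cerevisiae DeaD replicative-lifespan strain, galactose-grown log-phase cells; Buffer or medium: CSMM-D glucose medium, restrictive; Probe or stimulus: nicotinamide 1.5 mM; Compound: single dose 10 µM compound, 0.25% DMSO; Schedule: 4 h preincubation then 48 h treatment at 30 °C; Technique: OD615 measurement.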
Yeast growth inh: growth inhibitors of yeast BB579 in restrictive medium, primary screen, yeast lifespan-shortening project, S. cerevisiae; 0.51% of 140,000 active; inhibition, % at 10 µM; AID 804, 2007; OD615, 48 h;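 active = inhibition above a set limit, 3 SD over the mean compound inhibition, cut at about 44% in these data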; also: inactives centre near -24
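System: DeaD yeast strain BB579; buffer or medium: CSMM-D dextrose restrictive medium; technique: OD at 615 nm; schedule: 4 h cell preincubation, 48 h compound exposure, 30 °C humidified; doses: single 10 µM dose; controls: amphotericin B 10 µg/mL, positive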
* hit, by the source's call; . = no result given.

SMILES	MRP1 act	Measles CPE	PTEN del growth	HCT116 bCat-KO	NPY Y2 blocker	GALR2 blocker	Phagocyt inh	E-sel TNF inh	Yeast lifespan up	Yeast growth inh
Cn1c(CN2CCCC2)nc2cc(NC(=O)COc3ccc([N+](=O)[O-])cc3)ccc21	-1.9	11	85	77	2	-15	0	6	3	2
Cc1c(NC(=O)/C(C#N)=C/c2ccc(-c3cc(Cl)ccc3Cl)o2)c(=O)n(-c2ccccc2)n1C	2.7	18	98	89	6	15	.	15	1	-37
CCN(C(=O)CSc1nnc(NC2CCCCC2)s1)C1CCS(=O)(=O)C1 (configuration not stated)	-0.8	16	105	98	-2	-2	1	-22	-5	-36
COc1cc(NC(=O)C2CCCN2C(=O)OCc2ccccc2)cc(OC)c1 (configuration not stated)	-2.9	3	88	94	3	7	-5	-15	-4	-4
O=C(NCCc1ccc(F)cc1)N1CCOCC1	-2.2	2	99	95	4	5	-1	-29	-5	20
CCC(C)NCCOCCOc1ccc(C)cc1OC (configuration not stated)	-2.9	9	93	96	4	5	-3	11	1	-7
O/N=C/c1cc(Br)cc(Br)c1OCc1ccccc1	-2.9	2	79	77	2	10	-1	-12	-5	-28
O=C(Nc1nnc(-c2ccccc2F)s1)C1CCN(S(=O)(=O)c2ccc(Cl)cc2)CC1	-1.2	9	97	95	6	-20	-6	17	0	-13
CCc1ccc(N=c2c([N+](=O)[O-])nn(-c3ccccc3)n2O)cc1	0.5	5	76	83	4	-12	-3	-7	-24	-7
COc1ccc(OC)c(Nc2cc(C(=O)NCCCN3CCOCC3)c3ccccc3n2)c1	-2.4	5	91	85	2	9	-2	5	-12	-45
CCOc1ccccc1NC(=O)Cn1nnc(C(=O)Nc2ccc(C)cc2)c1N	-0.5	2	107	89	0	-3	-2	.	-8	-21
O=C(OCc1nc2ccc(Cl)cc2n1CCO)c1ccc2c(c1)OCO2	-1.9	11	83	83	3	-7	.	-7	-4	-27
CC(C)c1[nH]c(=O)c(C#N)c2c1CSC(C)(C)C2	-2.3	3	91	100	0	3	-1	-8	-22	3
Nc1nc(SCc2ccc(Cl)c(Cl)c2)n[nH]1	-1.7	5	88	88	-3	-7	-5	.	1	-16
Cc1nc2cc(N3CCOCC3)c(NC(=O)C3CC3)cc2c(=O)n1Cc1ccccc1	.	.	.	.	2	14	-2	1	.	.
Cc1cc(NC(=O)Cn2nc(-c3ccccc3F)ccc2=O)ccc1-n1cnnn1	-1.1	12	108	94	-2	8	0	9	-6	-77
CCOc1ccc2nc(NC(=O)CSc3ccccc3)sc2c1	-2.8	3	66	72	6	-36	-1	-11	-5	-33
CCOc1ccccc1N1CCN(C(=O)Nc2ccc(Cl)c(Cl)c2)CC1	0.1	8	78	97	1	8	.	.	-22	-38
Cc1cc(Cl)ccc1NC(=S)NCCC(c1ccccc1)c1ccccc1	-4.1	2	78	83	3	-1	2	-4	-5	20
Cc1ccc(-c2nn(-c3ccccc3)cc2C(=O)Nc2cccc(S(=O)(=O)N3CCOCC3)c2)cc1	-0.7	23	90	89	2	8	.	-15	0	-29
COc1ccc(OC)c(C(=O)CSc2nnc(-c3cccnc3)n2C)c1	-2.2	15	105	89	2	8	1	-7	0	-50
CCOC(=O)C1CCCN(c2c(N3CCc4ccccc4C3)c(=O)c2=O)C1 (configuration not stated)	-2.6	4	89	88	0	-4	.	17	-7	-10
CNC(=O)c1ccc2nc(NC(C)=O)sc2c1	-2.2	9	92	89	-1	4	-1	-2	-2	-27
CC(C)(CNS(=O)(=O)c1ccc(Cl)cc1)N1CCCCC1	-3.4	7	96	89	2	1	0	-18	-7	-28
CCNC(=O)CC1SC(=Nc2cccc3ccccc23)N(C)C1=O (configuration not stated)	-2.1	7	94	83	-1	0	-2	.	6	-27

Part of the list above in another layout:
Value order: MRP1 act	Measles CPE	PTEN del growth	HCT116 bCat-KO	NPY Y2 blocker	GALR2 blocker	Phagocyt inh	E-sel TNF inh	Yeast lifespan up	Yeast growth inh
- O/N=C/c1cc(Br)cc(Br)c1OCc1ccccc1
 : -2.9	2	79	77	2	10	-1	-12	-5	-28
- O=C(Nc1nnc(-c2ccccc2F)s1)C1CCN(S(=O)(=O)c2ccc(Cl)cc2)CC1
 : -1.2	9	97	95	6	-20	-6	17	0	-13

Returning to the listing, starting two compounds before the break.
SMILES	MRP1 act	Measles CPE	PTEN del growth	HCT116 bCat-KO	NPY Y2 blocker	GALR2 blocker	Phagocyt inh	E-sel TNF inh	Yeast lifespan up	Yeast growth inh
CC(C)(CNS(=O)(=O)c1ccc(Cl)cc1)N1CCCCC1	-3.4	7	96	89	2	1	0	-18	-7	-28
CCNC(=O)CC1SC(=Nc2cccc3ccccc23)N(C)C1=O (configuration not stated)	-2.1	7	94	83	-1	0	-2	.	6	-27
CCOc1ccc(OCc2cccc(C(=O)N3CCCC3)c2)cc1	-0.6	5	76	72	4	6	0	-2	-7	7
CN(/C(=N\S(=O)(=O)c1ccccc1)C(F)(F)F)c1ccccc1	0.5	18	106	108	-1	-9	.	-10	-10	-16
O=C(c1ccccc1)c1cc(-c2ccccn2)c(N2CCOCC2)s1	-3.4	7	77	84	-2	-15	-2	.	-1	-17
CC1CCCCN1C(=O)CSc1nnc(-c2c[nH]c3ccccc23)o1 (configuration not stated)	-3.8	21	100	97	6	-5	0	3	-8	-13
Cc1nc(-c2cccc(NC(=O)c3cccs3)c2)cs1	-1.0	3	90	98	-3	-3	.	-20	.	-37
O=c1c2c(-c3cccs3)csc2ncn1-n1cccc1	-1.1	5	90	86	0	-14	.	-12	-26	-33
Cc1ccc(Cn2c(SCC(=O)Nc3cc(C)on3)nc3ccccc3c2=O)cc1	-2.5	17	85	82	3	0	1	.	-8	-42
O=C(NCc1ccco1)C1CCN(S(=O)(=O)N2CCOCC2)CC1	-1.8	5	93	93	-1	1	1	-9	-9	-10
Cc1cn2c(-c3cccnc3)nnc2s1	-0.3	15	98	100	2	-2	3	8	-3	-27
Cc1ccc(-n2nc(C(=O)c3ccccc3)n3c(=O)cc(-c4ccccc4)nc23)cc1	1.1	26*	74	66	2	-6	2	4	-4	-39
Cn1c(C(=O)N2CCC(C(N)=O)CC2)cc2c(=O)n(C)c3ccccc3c21	-0.1	24	94	102	3	-5	-1	4	-6	-28
CCOCCCNS(=O)(=O)c1ccc(NC(=O)c2ccccc2)cc1	-1.4	17	84	79	3	4	-2	21	-1	2
CCOP(=O)(c1c(F)c(F)c(F)c(F)c1F)C(O)c1ccccc1 (configuration not stated)	1.1	18	97	98	2	6	0	8	1	-28
O=c1c(C=Nc2cccc(C(F)(F)F)c2)c[nH]n1-c1cccc(Cl)n1	-1.7	4	90	104	0	-4	-3	-2	-20	-36
COC(=O)c1ccc(/C=N/NC(=O)CCSc2nc3ccccc3s2)cc1	-0.6	11	90	87	0	3	-5	5	0	-38
Oc1ccc(/C=N/n2c(-c3ccco3)csc2=Nc2cccnc2)c(O)c1	-3.7	10	31	31	-2	-8	-5	10	11	-43
COc1ccc(N2CCN(C(=O)c3ccc4c(c3)OCO4)CC2)cc1	-3.3	7	94	79	1	2	.	13	-27	11
COc1ccc(S(=O)(=O)N(C)CC(=O)N2CCCCC2)cc1Cl	-1.0	20	92	97	0	-9	-2	-13	-3	16
O=C(CSc1nnc(Cn2nnc3ccccc32)o1)N(Cc1ccc(Cl)cc1)c1ccccc1	-1.9	10	23	15	6	-1	1	.	-24	-23
CCOC(=O)C1=C(C)n2c(s/c(=C/c3cccc([N+](=O)[O-])c3)c2=O)=NC1c1ccc(O)c(OC)c1 (configuration not stated)	-2.6	9	7	1.9*	0	21	.	-15	-5	-26
Cc1cc(=O)[nH]c(SCC(=O)NCCOc2ccccc2)n1	-0.1	11	97	98	4	0	0	-12	-11	-28
Cc1ccccc1NC(=O)Nc1nnc(Cc2ccc([N+](=O)[O-])cc2)s1	-4.3	29	51	70	-5	13	-7	.	-4	-17
CCOc1cc(C)ccc1OCc1nnc(SCC(=O)c2cccc([N+](=O)[O-])c2)n1C	-4.1	21	87	85	9	-1	.	-5	-5	-20
O=C(NCCC1=CCCCC1)c1ccc2c(=O)n3c(nc2c1)CCCCC3	-3.0	31	88	82	.	.	0	.	-7	-41
CCCc1nc(SCC(=O)N2c3ccccc3CC2C)c2c(C)c(C)sc2n1 (configuration not stated)	-0.4	8	42	47	1	-2	2	.	-3	-16

A portion of the results above, for reference:
SMILES	MRP1 act	Measles CPE	PTEN del growth	HCT116 bCat-KO	NPY Y2 blocker	GALR2 blocker	Phagocyt inh	E-sel TNF inh	Yeast lifespan up	Yeast growth inh
COc1cc(NC(=O)C2CCCN2C(=O)OCc2ccccc2)cc(OC)c1 (configuration not stated)	-2.9	3	88	94	3	7	-5	-15	-4	-4
O=C(NCCc1ccc(F)cc1)N1CCOCC1	-2.2	2	99	95	4	5	-1	-29	-5	20
CCC(C)NCCOCCOc1ccc(C)cc1OC (configuration not stated)	-2.9	9	93	96	4	5	-3	11	1	-7
O/N=C/c1cc(Br)cc(Br)c1OCc1ccccc1	-2.9	2	79	77	2	10	-1	-12	-5	-28
O=C(Nc1nnc(-c2ccccc2F)s1)C1CCN(S(=O)(=O)c2ccc(Cl)cc2)CC1	-1.2	9	97	95	6	-20	-6	17	0	-13
CCc1ccc(N=c2c([N+](=O)[O-])nn(-c3ccccc3)n2O)cc1	0.5	5	76	83	4	-12	-3	-7	-24	-7

(more compounds)
SMILES	MRP1 act	Measles CPE	PTEN del growth	HCT116 bCat-KO	NPY Y2 blocker	GALR2 blocker	Phagocyt inh	E-sel TNF inh	Yeast lifespan up	Yeast growth inh
CCOC(=O)c1sc(NC(=O)C(CC)Sc2nccn2C)nc1C (configuration not stated)	0.6	9	107	95	2	-23	-1	.	-22	-32
CS(=O)(=O)c1ccc2nc(NC(=O)c3ccco3)sc2c1	-3.2	7	87	95	1	7	0	.	-7	-17
CCN(CC)S(=O)(=O)c1ccc2oc(C(=O)NCc3ccc(F)cc3)c(C)c2c1	-2.5	0	62	61	4	-2	-2	-6	-7	-35
CNC(=O)c1ccccc1NC(=O)c1ccco1	-1.9	21	98	96	2	-3	.	4	.	-35
Cc1ccc(-n2nnnc2SC(C)C(=O)Nc2ccccc2-c2ccccc2)cc1 (configuration not stated)	-2.1	3	83	82	7	0	.	.	-4	-17
CC1Cc2ccccc2N1C(=O)CSc1nnc(Cc2ccccc2)n1CCc1ccccc1 (configuration not stated)	-3.3	12	60	68	7	8	-2	7	0	-46
